Compound activity from PubChem.
SIRT5 inh = sirtuin-5 (human) deacylase inhibition; AID 652115; Q9NXA8; inhibition, % at 15 µM; hit rate 1.1% among 330,000; Purified SirT5, succinyl-peptide AMC, trypsin-coupled fluorescence; in the data active means inhibition above about 15%; inconclusive means no clear call, values can overlap the other calls
Target sequence (Q9NXA8 whole entry, looked up): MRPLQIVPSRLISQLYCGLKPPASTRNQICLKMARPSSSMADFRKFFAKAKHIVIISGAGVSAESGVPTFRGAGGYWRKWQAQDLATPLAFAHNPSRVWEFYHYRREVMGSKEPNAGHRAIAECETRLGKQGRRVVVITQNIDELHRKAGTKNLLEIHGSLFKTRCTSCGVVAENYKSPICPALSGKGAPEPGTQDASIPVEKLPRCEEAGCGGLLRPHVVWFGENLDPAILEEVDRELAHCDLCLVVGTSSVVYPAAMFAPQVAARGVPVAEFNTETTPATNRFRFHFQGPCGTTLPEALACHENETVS
esBAF inh = SWI/SNF esBAF complex inhibition; mouse ES cells, Bmi1-luciferase knock-in reporter, 24 h; 100% = twice the neutral-well signal; reporter increase, % at 12.5 µM; hit rate 2% among 350,000; AID 602393; in the data active means activation above about 40%; inconclusive means no clear call, values can overlap the other calls;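 further: 0% = median of the plate's neutral control wells and 100% = double that signal; a rise in the Bmi1 reporter signal indicates esBAF inhibition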
ARNT-TACC3 inh = ARNT/TACC3 interaction disruption | Q9Y6A5 | AID 623870 | inhibition, % at 9.99 µM | hit rate 0.66% among 390,000 | AlphaScreen His-ARNT PAS-B/GST-TACC3 binding, luminescence; TACC3 fragment carries E629A point mutation;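 active means mean inhibition of replicates at least 50% and at least half of replicates each reaching 50%; inconclusive means half or more replicates reach 50% but mean below 50%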;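 further: 0% = complete ARNT plus TACC3 wells and 100% = ARNT alone without TACC3; many hits fall short of the cut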
Cneo AK release = causes C. neoformans cell lysis. adenylate kinase release luminescence, 4 h; normalised: neutral wells 0, clomiphene wells 100. lysis activity, % at 15 µM. hit rate 0.2% among 360,000;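 active means mean lysis activity across replicates of at least 80%, whatever share of replicates individually reach that level; inactive means mean lysis activity below 80%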
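Assay system: Cryptococcus neoformans yeast cells / Dosing: single-point compound dose / Timing: 4 h at 37 °C static, read 1 h later / Measured by: luminescence of released adenylate kinase using an AK detection reagent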
miR122 inh = miR-122 inhibition in Huh7 cells | Huh7 miR-122 Renilla luciferase sensor, 48 h; neutral wells = 0, positive control = 100 | AID 602342 | hit rate 0.3% among 340,000 | activation (reporter increase), % at 12.5 µM;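 active means mean replicate activation score at least 90 and every replicate individually at or above 90; inconclusive means only one of the two criteria met; inactive means neither criterion met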;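 further: higher luciferase means less miR-122 activity so hits act as miR-122 inhibitors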
C2C12 statin = suppression of simvastatin myotoxicity | rescue of ATP level, % at 7.49 µM | C2C12 myotubes + simvastatin, ATP luminescence, 48 h; scaled: DMSO 0, geranylgeraniol control 100 | hit rate 0.78% among 330,000;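 active means mean ATP rescue above about 67%, or every replicate alone reaching that limit, limit read from the data, passing the limit was not always enough; inconclusive means no clear call, values can overlap the other calls; inactive means mean under the limit and some replicate under it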;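 further: myotubes were challenged with 10 µM simvastatin during compound exposure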
ERp5 block = inhibitors of human ERp5; Q15084; ERp5 insulin aggregation, absorbance 650 nm, 90 min; inhibition, % at 9.99 µM; hit rate 0.05% among 350,000;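 active means mean replicate inhibition above about 25%, with every replicate also reaching it, limit read from the data, passing the limit was not always enough; inconclusive means only one of those two criteria met; inactive means neither criterion met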
Target sequence (Q15084 whole entry, looked up): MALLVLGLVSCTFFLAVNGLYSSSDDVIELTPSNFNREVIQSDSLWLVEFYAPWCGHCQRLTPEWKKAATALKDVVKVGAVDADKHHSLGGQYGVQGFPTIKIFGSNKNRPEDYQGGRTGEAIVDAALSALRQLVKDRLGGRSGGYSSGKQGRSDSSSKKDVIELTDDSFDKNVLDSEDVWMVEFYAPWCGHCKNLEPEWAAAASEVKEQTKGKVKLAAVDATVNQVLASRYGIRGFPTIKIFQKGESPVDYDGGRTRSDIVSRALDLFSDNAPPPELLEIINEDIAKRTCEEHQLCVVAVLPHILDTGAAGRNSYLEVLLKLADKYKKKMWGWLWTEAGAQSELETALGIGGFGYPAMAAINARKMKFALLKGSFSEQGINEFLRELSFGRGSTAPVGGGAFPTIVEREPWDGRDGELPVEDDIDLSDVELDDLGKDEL
* hit, by the source's call; ? = inconclusive; nt = not tested or not shown; [ ] = another dose, or the depositor's remark.

SMILES	SIRT5 inh	esBAF inh	ARNT-TACC3 inh	Cneo AK release	miR122 inh	C2C12 statin	ERp5 block
Clc1ccccc1OCc1nn2c(-c3ccncc3)nnc2s1	nt	2	0	5	4	30	nt
COC(=O)[C@]1(CC(C)C)N[C@H](c2ccc(-c3cccc(Cl)c3)cc2)[C@@H]2C(=O)N(C)C(=O)[C@@H]21	nt	-2	-13	-1	nt	7	0
COc1ccc(-c2ccc3c(c2)[C@@H]2[C@@H](CCN2C(=O)C2CCCCC2)[C@@H](CO)N3C)cc1	9	-2	3	6	-5[16.7 µM]	31	-2
CC(C)C#Cc1ccc2c(c1)O[C@H](CN(C)C(=O)C1CCCCC1)[C@H](C)CN([C@@H](C)CO)S2(=O)=O	nt	-1	nt	nt	-7[16.7 µM]	-54	nt
O=C(Nc1ccnc(-c2cccnc2)n1)c1ccc(Cl)c(Cl)c1	nt	-10	-5	-1	nt	-3	nt
Brc1ccc(C2=Nn3cnnc3SC2)cc1	3	-10	-3	-2	-9	0	-1
O=C(C[C@H]1C=C[C@@H](NC(=O)Cc2ccccn2)[C@@H](CO)O1)NCCc1ccncc1	14	-6	36	7	nt	-20	5
N/C(=N\OC(=O)c1ccc([N+](=O)[O-])cc1)c1ccc(Br)cc1	-2	34	-2	2	-2	4	1
O=[N+]([O-])c1cccc(S(=O)(=O)c2cccc([N+](=O)[O-])c2)c1	14	nt	0	nt	nt	nt	4
Cc1cccc(C(=O)Nc2nnc(C3=COCCO3)o2)c1	1	nt	55*	nt	nt	nt	0
CN(C)CCCn1c2c(c(SCC(=O)Nc3ccc4c(c3)OCO4)nc1=O)CCCC2	2	-3	6	12	nt	2	-3
CCOc1ccc(CNc2ccc(N3CCCC3)cc2)cc1	-1	-18	44	-1	-7	nt	1
CCOC(=O)C(NC(=O)Nc1ccc(Cl)cn1)(Oc1ccc(F)cc1)C(F)(F)F (stereo not drawn)	3	-6	-8	3	3	11	-5
O=C1OCc2cc(NS(=O)(=O)c3cccs3)ccc21	2	-5	0	1	12	2	-2
COC(=O)c1ccccc1C(=O)N(Cc1cccnc1)CC1CCCN(C2CCCCC2)C1 (stereo not drawn)	-3	1	-4	-2	-1	8	-12
C[C@@H]1CN([C@H](C)CO)C(=O)c2cc(C#Cc3cccnc3)cnc2O[C@@H]1CN(C)Cc1cccnc1	5	1	1	16	-9[16.7 µM]	6	0
CCOC(=O)Cc1cc(=O)n2[nH]cc(-c3ccc(Cl)cc3)c2n1	-1	-1	1	-1	-4	2	-1
O=C(Nc1ccc([N+](=O)[O-])cc1)N1CCc2ccccc2C1	-5	51*	-1	1	19	-17	-3
COc1ccc(C(C(=O)NC(C)(C)C)N(CCC(C)C)C(=O)CCC(=O)Nc2cc(C)on2)cc1 (stereo not drawn)	0	5	nt	-2	-3	4	-2
COc1ccccc1-c1nnc(SCC(=O)NC2CCCCC2)n1N	nt	nt	-1	1	3	0	9
CCOc1ccccc1-n1c(SCC(N)=O)nnc1-c1ccco1	-1	nt	-4	nt	1	nt	3
O=C(NCc1ccc2c(c1)OCO2)c1ccccn1	nt	5	1	-2	0	0	nt
Cc1cc(OCC(=O)NN2C(=O)c3ccccc3C2=O)ccc1Cl	-1	0	2	3	6	1	-1
Cc1ccc2cc(CCNC(=O)CCCc3ccccc3)c(=O)[nH]c2c1	-3	3	1	-1	0	18	-1
Cc1cnc(C(=O)OC(C(=O)c2ccccc2)c2ccccc2)cn1 (stereo not drawn)	0	-2	27	11	7	-1	-2
CC1CCCC(NC(=O)C2COc3ccccc3O2)C1C (stereo not drawn)	-2	21	-3	-1	-1	0	13
O=C(CSc1nncs1)NCc1ccc(F)cc1	-3	nt	23	nt	nt	nt	3
COc1ccc(NC(=O)CCCNC(=O)c2ccc(Cl)cc2)c(OC)c1	-20	4	nt	1	-3	3	1
CCCn1nnc(NC(=S)NC(=O)/C=C/c2ccco2)n1	2	-6	0	4	0	23	-1
COC(=O)c1cc(C(C)=O)c(C)[nH]c1=O	1	-8	-4	0	1	-4	-12
COCCNC(=O)C1(C)Cc2c(-c3ccc(N(C)C)cc3)ccnc2O1 (stereo not drawn)	3	-8	nt	0	-3	-9	7
C=CCOC(=O)C1=C(C)Nc2ncnn2C1c1cccs1 (stereo not drawn)	nt	-10	-11	0	-6	24	nt
COc1cc(C)nc(N2CCC(C(=O)NC3CCCCC3)CC2)n1	-1	1	-21	12	0	-3	-3
CNC[C@@H]1Oc2ncc(C#CC3(O)CCCC3)cc2C(=O)N([C@@H](C)CO)C[C@H]1C	-3	4	-7	4	0[16.7 µM]	19	-2
COc1ccccc1Nc1nc(N(C)c2ccccc2)nc(N)c1[N+](=O)[O-]	nt	-4	0	5	0	-21	nt
C[C@@H]1CN([C@@H](C)CO)C(=O)c2cc(N(C)C)ccc2O[C@H]1CN(C)Cc1ccc(-c2ccccc2)cc1	-1	0	17	0	-1[16.7 µM]	?	-1

Among those listed so far, 3 contain an NH in an aromatic ring.
SMILES	SIRT5 inh	esBAF inh	ARNT-TACC3 inh	Cneo AK release	miR122 inh	C2C12 statin	ERp5 block
CCOC(=O)Cc1cc(=O)n2[nH]cc(-c3ccc(Cl)cc3)c2n1	-1	-1	1	-1	-4	2	-1
Cc1ccc2cc(CCNC(=O)CCCc3ccccc3)c(=O)[nH]c2c1	-3	3	1	-1	0	18	-1
COC(=O)c1cc(C(C)=O)c(C)[nH]c1=O	1	-8	-4	0	1	-4	-12

The list continues:
SMILES	SIRT5 inh	esBAF inh	ARNT-TACC3 inh	Cneo AK release	miR122 inh	C2C12 statin	ERp5 block
CCC(=O)N(C)C[C@@H]1Oc2cc(C#CC3CC3)ccc2S(=O)(=O)N([C@@H](C)CO)C[C@H]1C	-1	-4	3	5	14[16.7 µM]	16	-3
CC(/C=C(\NC(=O)c1ccccc1)C(=O)N=Nc1c(O)[nH]c2ccc(C)cc12)=C\c1ccccc1	nt	5	-4	3	-10	-125	nt
C[C@@H]1CN([C@H](C)CO)S(=O)(=O)c2ccc(C#CCC3CCCC3)cc2O[C@H]1CN(C)Cc1ccc(C(=O)O)cc1	16*	-8	-11	3	12[16.7 µM]	4	1
CCC(c1nnnn1Cc1cccs1)N1CCN(C(=O)c2ccco2)CC1 (stereo not drawn)	-3	nt	1	nt	nt	nt	3
COC(C[C@@H]1O[C@@H]1C(=O)[C@H](C)OCc1ccccc1)OC	nt	nt	-7	0	-1	nt	3
CCCC(=O)Nc1ccc2c(c1)OC[C@H](C)N(CC1CCCC1)C[C@H](C)[C@@H](OC)CN(C)C2=O	3	1	-6	-1	12[16.7 µM]	32	-2
O=C(NC1CCCCC1)c1n[nH]c2c1CCCCC2	nt	-78	0	-8	-7	-27	-2
O=C(N/N=C/C(Cl)=C\c1ccccc1)c1ccco1	7	nt	1	2	-4	nt	1
CC(C)(C)NC(=O)c1ccc(NC(=O)CSc2ccccc2)cc1	-2	nt	-7	nt	nt	nt	-7
COc1ccc(OC)c(NC(=O)C2CCCN2S(=O)(=O)c2cccc3nsnc23)c1 (stereo not drawn)	-5	-5	9	0	-2	-8	-4
CCC(=O)Nc1cccc(NC(=S)NC(=O)c2ccccc2C)c1	-3	nt	-6	nt	nt	nt	4
CCOC(=O)N1CCN(C(=O)CN(C2CCCCC2)S(=O)(=O)c2ccc(Cl)cc2)CC1	1	4	-3	2	3	21	3

Compound profiles (already shown).
`COC(=O)c1cc(C(C)=O)c(C)[nH]c1=O` as listed: SIRT5 inh = 1; esBAF inh = -8; ARNT-TACC3 inh = -4; Cneo AK release = 0; miR122 inh = 1; C2C12 statin = -4; ERp5 block = -12
`CCCC(=O)Nc1ccc2c(c1)OC[C@H](C)N(CC1CCCC1)C[C@H](C)[C@@H](OC)CN(C)C2=O` as listed: SIRT5 inh = 3; esBAF inh = 1; ARNT-TACC3 inh = -6; Cneo AK release = -1; miR122 inh = 12[16.7 µM]; C2C12 statin = 32; ERp5 block = -2

Carrying on.
SMILES	SIRT5 inh	esBAF inh	ARNT-TACC3 inh	Cneo AK release	miR122 inh	C2C12 statin	ERp5 block
CN(C)c1ccc(/C=C(/NC(=O)c2ccccc2)C(=O)NCCN2CCOCC2)cc1	6	-6	8	6	-2	0	3
S=c1[nH]nc(-c2n[nH]c3c2CCC3)n1/N=C/C=C/c1ccco1	2	nt	nt	1	4	nt	nt
COCCOC(=O)N1C(=O)[C@@]2(c3cc(C#CCNC(N)=O)ccc31)[C@H](C(=O)N1CCN(c3ncccn3)CC1)[C@H]1C(=O)O[C@H](c3ccccc3)[C@H](c3ccccc3)N1[C@@H]2c1ccccc1OCCO	-2	nt	4	0	nt	nt	2
O=C(C1CC1)N1C[C@H]2[C@@H](c3ccccc31)[C@H](CO)N2C(=O)c1ccccn1	2	-5	-10	-2	17[16.7 µM]	-2	-3
Cc1cccc(/C(N)=N/OC(=O)c2cccc3ccccc23)c1	-2	49*	-29	3	5	10	-9
Cn1cnc(S(=O)(=O)N[C@@H]2C=C[C@H](CC(=O)NCC3CCCCC3)O[C@H]2CO)c1	6	1	0	0	nt	4	-8
C[C@H](CO)N1C[C@H](C)[C@@H](CN(C)C)OCCCC[C@H](C)Oc2ccc(NC(=O)Nc3ccccc3)cc2C1=O	2	-4	-9	-2	-5[16.7 µM]	14	3
COc1ccc(-n2c(SCC(=O)N3CCc4ccccc43)nnc2-c2c[nH]c3ccccc23)cc1	-5	-4	-2	2	19	-10	7
CCOC(=O)N1CCC(NC(=O)CCC(=O)N2CC(C)Oc3ccc(Cl)cc32)CC1 (stereo not drawn)	nt	13	-2	-2	0	9	nt
C[C@@H]1CN([C@@H](C)CO)C(=O)c2cc(NC(=O)Nc3ccc(F)cc3)ccc2O[C@@H](C)CCCCO[C@H]1CN(C)C(=O)Nc1cccc2ccccc12	1	2	19	2	0[16.7 µM]	nt	1
C[C@@H]1CCCCO[C@@H](CN(C)C(=O)NC2CCCCC2)[C@@H](C)CN([C@@H](C)CO)C(=O)c2cc(NS(=O)(=O)c3cccs3)ccc2O1	-4	1	0	1	8[16.7 µM]	-10	-2
CCCOC(=O)c1c(NC(=O)CSc2nc(-c3ccco3)cc(C(F)(F)F)n2)sc(C(=O)OC)c1C	nt	-12	-1	2	-11	2	nt
COCCCNCC(O)COc1cccc2[nH]c(C)cc12 (stereo not drawn)	-1	nt	3	nt	nt	nt	-3
CC(O)c1cccc(NC(=O)CCC(=O)O)c1 (stereo not drawn)	-6	-9	-8	-1	0	-19	2
Cc1noc(C)c1S(=O)(=O)Nc1ccc2c(c1)C(=O)N([C@H](C)CO)C[C@H](C)[C@H](CN(C)Cc1ccc(Oc3ccccc3)cc1)O2	4	-5	1	1	-6[16.7 µM]	21	-2
COc1cccc(-c2cnc(C(O)c3cc(C)cc(C)c3)[nH]2)c1 (stereo not drawn)	nt	-3	nt	0	23	2	-2
O=C(NNC(=S)Nc1ccc(Cl)cc1)c1cccs1	-1	nt	37	nt	nt	nt	-2
C=CCC[C@H](Cc1ccc(F)cc1)C(=O)OC[C@@H](NC(=O)[C@H](CC=C)CC(=O)NCCO)C(C)(C)C	-2	3	-6	-22	-9	1	-2
COC(=O)C(C)Sc1nc(N)c(NC(=O)c2ccco2)c(=O)[nH]1 (stereo not drawn)	1	0	-2	1	-5	1	-6
COc1cccc(NC(=O)N[C@@H]2C=C[C@H](CC(=O)NCc3ccccn3)O[C@H]2CO)c1	2	-2	nt	6	nt	6	?
COc1ccc(OC)c(/C=N/NC(=O)c2ccc(N(C)S(=O)(=O)c3ccccc3)cc2)c1	-7	3	-13	0	2	11	-2
Cc1nc(NC(=O)c2ccccc2)sc1-c1csc(N)n1	nt	53*	33	0	-6	-24	nt
COC(=O)C1=C(Nc2cc(Cl)cc(Cl)c2)CSC1	-1	0	-1	-5	0	11	5
CCCCNS(=O)(=O)c1ccc(OC)c(C)c1	nt	-3	-13	3	80	15	nt
CCc1ccc(-n2c(SCC(=O)N3Cc4ccccc4CC3C(=O)O)nnc2-c2ccncc2)cc1 (stereo not drawn)	-3	-2	0	-1	5	-7	-1
CCC(=O)Nc1ccc2c(c1)C(=O)N(C)C[C@H](OC)[C@H](C)CN[C@H](C)CO2	-14	-4	3	1	-5[16.7 µM]	-3	5
